EBV gp42 inh: inhibitors of Epstein-Barr virus glycoprotein 42. 220,000 compounds, 0.42% hits. Q1HVG2. Fluorescence polarization binding assay, mP read-out. inhibition, % (tested at 21.74 µM); in the data active = inhibition above about 50%
Target sequence (Q1HVG2 whole entry, looked up): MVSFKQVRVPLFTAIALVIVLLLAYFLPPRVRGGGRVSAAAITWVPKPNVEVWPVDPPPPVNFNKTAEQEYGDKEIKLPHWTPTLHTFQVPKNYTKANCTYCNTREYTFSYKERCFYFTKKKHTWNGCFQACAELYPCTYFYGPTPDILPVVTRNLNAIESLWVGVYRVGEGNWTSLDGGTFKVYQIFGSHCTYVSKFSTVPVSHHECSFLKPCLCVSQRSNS
p47phox inh: p47phox (human) inhibition. P14598. 220,000 compounds, 0.53% hits. inhibition, % at 24.7 µM. p47phox/p22phox peptide binding, fluorescence polarization, 2 h;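 active = inhibition above about 30%, limit read from the data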;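 also: 0% = p47phox with labelled peptide and 100% = labelled peptide alone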
Runt-CBFb FRET: blocks binding of human RUNX1 Runt domain to CBFb | Cerulean-Runt/Venus-CBFb FRET ratio 530/480, 1 h | 220,000 compounds, 0.46% hits | Q01196+Q13951 | inhibition, % at 20 µM;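 active = inhibition over about 50% at 20 µM in the single-dose screen, limit read from the data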;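 also: 0% = DMSO wells and 100% = excess unlabeled CBFb competitor control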
Target sequence (Q01196 whole entry, looked up, the tested form may be a part): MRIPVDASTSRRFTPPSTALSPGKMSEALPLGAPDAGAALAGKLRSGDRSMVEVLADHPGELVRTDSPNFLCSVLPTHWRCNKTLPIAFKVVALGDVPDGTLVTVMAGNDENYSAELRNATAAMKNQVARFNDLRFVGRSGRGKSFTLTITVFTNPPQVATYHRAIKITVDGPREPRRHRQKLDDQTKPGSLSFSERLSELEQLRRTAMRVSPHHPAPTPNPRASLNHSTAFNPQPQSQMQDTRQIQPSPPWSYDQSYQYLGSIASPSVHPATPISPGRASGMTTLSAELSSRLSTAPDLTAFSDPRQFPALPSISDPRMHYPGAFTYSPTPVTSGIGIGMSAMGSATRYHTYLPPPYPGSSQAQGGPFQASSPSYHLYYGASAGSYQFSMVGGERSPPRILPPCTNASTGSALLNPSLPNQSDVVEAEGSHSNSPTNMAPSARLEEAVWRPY
Target sequence (Q13951 whole entry, looked up, the tested form may be a part): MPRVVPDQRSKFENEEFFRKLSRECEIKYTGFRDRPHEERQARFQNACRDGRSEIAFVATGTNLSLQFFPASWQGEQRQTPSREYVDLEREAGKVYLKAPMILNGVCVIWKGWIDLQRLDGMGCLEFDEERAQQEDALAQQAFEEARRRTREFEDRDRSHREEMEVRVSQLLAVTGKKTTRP
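Assay system: Cerulean-Runt domain / Medium: Tris 50 mM pH 7.5, KCl, K2SO4, 0.01% BSA / Timing: protein complex preformed 1 h, compound exposure 1 h, room temperature, dark / Measured by: FRET, excitation 422 nm, emission at 530 and 480 nm / Evaluation: loss of energy transfer signal / Control set: 5 µM unlabeled CBFb as full-inhibition high control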
Tb hexokinase: T. brucei hexokinase 1 inhibition. inhibition, % at 10 µM. recombinant TbHK1, G6PDH-coupled NADH A340. 220,000 compounds, 0.11% hits;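 active = inhibition of 50% or more in the single-dose primary screen; inactive = inhibition below 50%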
Runt-SMMHC FRET: Runt domain-CBFb-SMMHC interaction inhibition; Q01196+Q13951; Cerulean-Runt/Venus-CBFb-SMMHC FRET ratio 530/480, 1 h; inhibition, % at 20 µM; 220,000 compounds, 0.74% hits; AID 1434;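 active = mean inhibition across duplicate retests at 20 µM reaching about 50%, limit read from the data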;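 also: 0% = DMSO wells and 100% = wells with excess untagged CBFb-SMMHC; inhibitors lower the FRET ratio by blocking Runt binding to CBFb-SMMHC; some results filed as inactive read as strong as hits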
Calpain2 inh: inhibitors of pig calpain II. 220,000 compounds, 0.37% hits. AID 1236. purified calpain II, fluorogenic peptide substrate, 30 min. inhibition, % at 16 µM;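 active = inhibition above about 50%, limit read from the data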
Furin inhibitor: inhibitors of human furin; P09958; purified furin, fluorogenic substrate cleavage; AID 463115; 220,000 compounds, 0.061% hits; inhibition, % at 30 µM; in the data active = inhibition above about 25%; also: inactives centre near -15
p97 inhibitor: human p97 ATPase inhibition. recombinant p97 ATPase, Kinase-Glo ATP luminescence, 3 h. inhibition, % at 8 µM. AID 1481. 220,000 compounds, 0.42% hits; in the data active = inhibition above about 15%;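 also: 0% = DMSO vehicle and 100% = wells lacking enzyme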
RBBP9 inhibitor: blocks human serine hydrolase RBBP9 | inhibition, % at 7.94 µM | AID 1515 | recombinant RBBP9, FP-Rh probe fluorescence polarization | 220,000 compounds, 0.2% hits | O75884;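 active = inhibition above the campaign mean of all tested compounds plus 3 SD, cut at about 14% in these data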;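 also: plate controls were DMSO wells with RBBP9 for no effect and wells lacking RBBP9 protein for full effect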
Target sequence (O75884 whole entry, looked up): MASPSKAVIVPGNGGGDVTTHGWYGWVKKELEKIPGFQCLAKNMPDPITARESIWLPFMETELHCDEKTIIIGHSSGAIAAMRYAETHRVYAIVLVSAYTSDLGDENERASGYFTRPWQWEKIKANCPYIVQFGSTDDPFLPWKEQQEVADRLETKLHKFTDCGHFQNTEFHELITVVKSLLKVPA
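Test system: recombinant human RBBP9; Timing: 30 min then 45 min, 25 °C; Detection: fluorescence polarization; Control set: RBBP9 with DMSO as uninhibited control, no-protein wells as full inhibition; Compound dosing: one concentration, 7.94 µM nominal, 0.794% DMSO; Probe or stimulus: FP-Rh activity-based probe, 375 nM before mixing.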
The depositor's hits bear a star; i = inactive; . = not tested or not shown; [ ] = remark or other dose. Rows are unselected. Share with any hit: about 2.7%.

| EBV gp42 inh | p47phox inh | Runt-CBFb FRET | Tb hexokinase | Runt-SMMHC FRET | Calpain2 inh | Furin inhibitor | p97 inhibitor | RBBP9 inhibitor | SMILES |
| --- | --- | --- | --- | --- | --- | --- | --- | --- | --- |
| -16 | -5 | 0 | -4 | 5 | -3 | -16 | 5 | 10 | O=C(COC(=O)CN1C(=O)C(=O)c2ccccc21)OCN1C(=O)c2ccccc2C1=O |
| -11 | 1 | 2 | -1 | -3 | 9 | -19 | 5 | -7 | C=CCn1c(SCC(=O)c2cccs2)nnc1-c1cccc(OC)c1 |
| -8 | -1 | 4 | 4 | 10 | 36 | -15[20 µM] | 1 | -7 | CC(C)Cn1c(-c2csc3ccccc23)n[nH]c1=S |
| -2 | 3 | 0 | 2 | -8 | 24 | -31 | 6 | 1 | CC(=O)O/N=C(/c1nonc1N)N(C)C |
| 0 | -7 | 0 | -6 | 1 | -10 | -8[20 µM] | -2 | -13 | Cc1cc(Cl)ccc1NC(=O)Nc1c(C)n(-c2ccccc2)c(=O)n1C |
| 2 | -22 | -2 | -12 | 0 | -9 | -21[20 µM] | 0 | -8 | COC(=O)c1cn[nH]c1NC(=S)Nc1ccc(Cl)c(Cl)c1 |
| -3 | -13 | 2 | -6 | -2 | 23 | -19 | 0 | -5 | CC1(C)CC2CC(C)(CN2C(=O)c2cc(-c3ccccc3O)on2)C1 (stereo not drawn) |
| -10 | -4 | -1 | 28 | 1 | 18 | -13 | 0 | -6 | CC1=NN(C(=O)c2csc(C(C)C)c2)C(O)(C(F)(F)F)C1 (stereo not drawn) |
| -3 | -2 | -1 | 0 | 3 | 32 | -22 | -5 | -11 | Cc1cnc(NC(=O)COc2ccccc2)s1 |
| -12 | -9 | 1 | -8 | 0 | -9 | -10 | 1 | -12 | COc1cc(NC(=O)C(=O)N2CCN(C)CC2)c(OC)cc1Cl |
| -12 | -4 | 1 | 1 | -2 | -8 | -31 | 5 | 0 | CC(=O)c1cnc(SCC(=O)O)nc1C |
| -7 | -11 | -2 | -5 | -7 | -11 | -20 | 0 | -6 | COC(=O)c1ccc(COC(=O)C(CCS(C)(=O)=O)N2C(=O)c3ccccc3C2=O)cc1 (stereo not drawn) |
| -8 | -8 | -2 | 8 | -1 | 12 | -3 | -3 | -13 | O=C(c1cccs1)N1CCC(c2nc3c(nnn3Cc3ccccc3)c(=O)[nH]2)CC1 |
| -12 | 6 | 2 | -3 | 0 | -15 | -21[20 µM] | -2 | -2 | CCCn1c(CCc2ccccc2)nnc1SCC(=O)N1CCOCC1 |
| -10 | -16 | 3 | -8 | 90* | i | -134 | 2 | -6 | Cc1ccc(C)c(-n2c(=O)c(C#N)cc3c(=O)n4ccccc4nc32)c1 |
| -6 | -3 | 1 | 5 | 4 | 2 | -19 | 1 | -5 | CC(C)OC(=O)/C(C#N)=C\c1cccnc1 |
| -16 | -5 | 3 | -10 | -3 | 2 | -16 | 4 | 3 | O=C(NCc1ccccc1Cl)NC(=O)c1csc([N+](=O)[O-])c1 |
| -14 | -14 | 36 | 5 | 28 | 19 | -14 | -8 | -4 | CCN(CC)c1ccc(NC(=O)C2CC3CCC2C3)cc1 (stereo not drawn) |
| 10 | 5 | 0 | -4 | 3 | 17 | -26 | 4 | -1 | CC(C(=O)Nc1ccccc1C(=O)N1CCCC1)n1nnc2ccccc21 (stereo not drawn) |
| -19 | 16 | 0 | -12 | 8 | -43 | -11 | 9 | 4 | Nc1cc2nc[nH]c2cc1N |
| 1 | -6 | 1 | 6 | 2 | 6 | -15[20 µM] | 2 | 2 | O=C(Nc1cccnc1)C1CCCN1S(=O)(=O)c1ccc(Cl)c(Cl)c1 (stereo not drawn) |
| 9 | -2 | -3 | -4 | -1 | 29 | -14 | -7 | -6 | C/C(=N\NC(=S)NC1CCCCC1)c1cccc(C(F)(F)F)c1 |
| -5 | -86 | 4 | 0 | 3 | -2 | 0[20 µM] | 3 | 1 | O=C(NCc1cccnc1)C1c2ccccc2C(=O)N1Cc1ccco1 (stereo not drawn) |
| -30 | 5 | -3 | 3 | 19 | 9 | -26 | 3 | 3 | Cc1ccc[n+](CC(=O)Nc2cc(C(F)(F)F)ccc2N2CCOCC2)c1 |
| -13 | 2 | 36 | -5 | 31 | -109 | -28 | 11 | -10 | Cc1ccc(-c2cc(-c3ccc4c(c3)OCO4)c(C#N)c(N)n2)o1 |

(next part)
| EBV gp42 inh | p47phox inh | Runt-CBFb FRET | Tb hexokinase | Runt-SMMHC FRET | Calpain2 inh | Furin inhibitor | p97 inhibitor | RBBP9 inhibitor | SMILES |
| --- | --- | --- | --- | --- | --- | --- | --- | --- | --- |
| -4 | -13 | -2 | -3 | -2 | i | -9[20 µM] | 3 | 1 | N#Cc1nc(-c2ccccc2)oc1NCCN1CCCCC1 |
| . | . | 3 | -12 | -14 | . | -8 | 9 | -4 | Nc1ccc(O)cc1C(=O)OCC(=O)C12CC3CC(CC(C3)C1)C2 |
| -6 | -33 | -5 | -6 | -9 | -16 | -3 | 1 | -13 | O=C(NCc1ccccc1F)c1ccc(S(=O)(=O)Nc2cccc(C(F)(F)F)c2)cc1 |
| -13 | -4 | 3 | -1 | 1 | -108 | -9[20 µM] | 7 | 2 | O=C(Oc1ccc(N(Cc2cccs2)C2=NS(=O)(=O)c3ccccc32)cc1)c1ccccc1 |
| -6 | -16 | 0 | -4 | 6 | 10 | -23[20 µM] | 2 | -9 | Cc1ccccc1-n1cnc2cc(NCc3cccs3)ccc21 |
| -6 | -7 | 0 | -8 | 1 | -33 | -16[20 µM] | 0 | 0 | CCCNC(=O)COC(=O)c1cc(SC)ccc1Cl |
| -1 | 0 | 0 | 4 | -3 | 18 | -17 | -2 | -10 | Cc1cc(NC(=O)CN2CCN(c3cccc(Cl)c3)CC2)no1 |
| 5 | . | -5 | -8 | 0 | 14 | -19 | -2 | -2 | COc1ccc(-c2ccc(SCC(=O)c3ccccc3)nn2)cc1OC |
| -2 | -8 | 2 | 9 | 0 | -39 | -8[20 µM] | -8 | -12 | COc1ccc(-c2nnc(SCC(=O)NC(=O)NCc3ccco3)o2)cc1 |
| -13 | -13 | -2 | -7 | -5 | -39 | -17 | 5 | -11 | Nc1ccccc1S(=O)(=O)c1ccccc1N |
| -13 | -10 | 0 | -2 | 1 | 16 | -24 | 0 | -16 | CCOC(=O)c1cccc(NC(=O)CN(c2ccc(C)cc2)S(=O)(=O)c2c(C)noc2C)c1 |
| -11 | -10 | 0 | -2 | 2 | -7 | -22 | 4 | -6 | CC(C)CN(CC(C)C)C(=O)Nc1cccc([N+](=O)[O-])c1 |
| -10 | -5 | 0 | 10 | -2 | 10 | -20 | 3 | 4 | CCCCCOc1ccc(C(=O)NC(C(=O)O)C(C)C)cc1 (stereo not drawn) |
| -13 | -3 | 0 | -3 | -7 | -283 | -15[20 µM] | -7 | -14 | CCc1c(C)c2ccc(OCC(N)=O)cc2oc1=O |
| -14 | -16 | 2 | 22 | 1 | 7 | -19 | 5 | -8 | Clc1ccc(-c2c[n+](Cc3ccc(Cl)cc3Cl)c3n2CCCCC3)cc1 |
| -3 | -11 | 0 | -1 | 0 | -5 | -20 | -4 | -8 | CC(=O)OC(C(=O)NC1CCCCC1)c1ccc(C)cc1 (stereo not drawn) |
| -7 | -7 | -1 | -2 | 0 | -36 | -25 | 24* | -10 | Cc1cc(=O)n(C2CCS(=O)(=O)C2)[nH]1 (stereo not drawn) |
| -9 | -15 | . | 2 | 2 | -9 | -13 | -3 | -2 | COc1ccc(NC(NC(=O)c2ccc(OC)cc2)C(Cl)(Cl)Cl)cc1 (stereo not drawn) |
| -5 | 2 | -1 | 5 | -3 | 13 | -25 | -2 | 1 | COc1ccc(OCC(=O)N/N=C(\C)c2cccs2)cc1 |
| 2 | -4 | 5 | 2 | 6 | 1 | -23 | 7 | -6 | COc1ccc(C(=O)NC2c3ccccc3-c3ccccc32)cc1 |
| -7 | 2 | -1 | 7 | -6 | -6 | -23 | 5 | -5 | CC(=O)c1c(C)[nH]c(C(=O)Nc2ccc(C)c(S(=O)(=O)N(C)C)c2)c1C |
| -4 | -17 | -1 | -8 | -7 | 14 | -19 | 1 | -5 | O=C(c1ccccc1NS(=O)(=O)c1cccs1)N1CCCC1 |
| 3 | -10 | -1 | -1 | 5 | -21 | -16[20 µM] | 3 | -10 | Cc1[nH]c(=O)[nH]c(=O)c1NS(=O)(=O)c1ccc2c(c1)CCCC2 |
| -2 | -3 | 0 | -2 | 1 | -30 | -23 | 3 | -2 | Cc1nn(-c2ccccc2)c(Cl)c1C1C(C#N)=C(N)Oc2n[nH]c(C)c21 (stereo not drawn) |
| -9 | -12 | 1 | 5 | 0 | -20 | -16 | 4 | 7 | Fc1ccc(CN2C3=NCCN3c3ccccc32)cc1 |

(continued)
| EBV gp42 inh | p47phox inh | Runt-CBFb FRET | Tb hexokinase | Runt-SMMHC FRET | Calpain2 inh | Furin inhibitor | p97 inhibitor | RBBP9 inhibitor | SMILES |
| --- | --- | --- | --- | --- | --- | --- | --- | --- | --- |
| -13 | 4 | 0 | 1 | -1 | 0 | -21[20 µM] | 0 | -7 | O=C(Oc1ccc(-c2nnco2)cc1)N(c1ccccc1)c1ccccc1 |
| -34 | -7 | -2 | -1 | 3 | 2 | -16 | 6 | -6 | CCCC1CCC(=C(C#N)C(N)=O)CC1 (stereo not drawn) |
| -32 | -18 | -2 | 29 | -8 | -13 | -21 | 2 | -10 | O=C(CSc1nnnn1-c1ccc(Cl)cc1)Nc1cccnc1Cl |
| -6 | -8 | -1 | 4 | -1 | 12 | -16 | 0 | -1 | CCC(Oc1ccc2c(=O)c(-c3ccccc3OC)coc2c1)C(=O)OCc1ccccc1 (stereo not drawn) |
| 5 | 7 | -3 | 1 | -4 | 22 | -6 | -4 | 0 | Cc1nn(C)c(C(=O)N2CCN(C(=O)c3ccco3)CC2)c1[N+](=O)[O-] |

Structural class, those above with an aryl methoxy group.
| EBV gp42 inh | p47phox inh | Runt-CBFb FRET | Tb hexokinase | Runt-SMMHC FRET | Calpain2 inh | Furin inhibitor | p97 inhibitor | RBBP9 inhibitor | SMILES |
| --- | --- | --- | --- | --- | --- | --- | --- | --- | --- |
| -11 | 1 | 2 | -1 | -3 | 9 | -19 | 5 | -7 | C=CCn1c(SCC(=O)c2cccs2)nnc1-c1cccc(OC)c1 |
| -12 | -9 | 1 | -8 | 0 | -9 | -10 | 1 | -12 | COc1cc(NC(=O)C(=O)N2CCN(C)CC2)c(OC)cc1Cl |
| 5 | . | -5 | -8 | 0 | 14 | -19 | -2 | -2 | COc1ccc(-c2ccc(SCC(=O)c3ccccc3)nn2)cc1OC |
| -2 | -8 | 2 | 9 | 0 | -39 | -8[20 µM] | -8 | -12 | COc1ccc(-c2nnc(SCC(=O)NC(=O)NCc3ccco3)o2)cc1 |
| -9 | -15 | . | 2 | 2 | -9 | -13 | -3 | -2 | COc1ccc(NC(NC(=O)c2ccc(OC)cc2)C(Cl)(Cl)Cl)cc1 (stereo not drawn) |
| -5 | 2 | -1 | 5 | -3 | 13 | -25 | -2 | 1 | COc1ccc(OCC(=O)N/N=C(\C)c2cccs2)cc1 |
| 2 | -4 | 5 | 2 | 6 | 1 | -23 | 7 | -6 | COc1ccc(C(=O)NC2c3ccccc3-c3ccccc32)cc1 |
| -6 | -8 | -1 | 4 | -1 | 12 | -16 | 0 | -1 | CCC(Oc1ccc2c(=O)c(-c3ccccc3OC)coc2c1)C(=O)OCc1ccccc1 (stereo not drawn) |

Taken from above:
EBV gp42 inh, CCC(Oc1ccc2c(=O)c(-c3ccccc3OC)coc2c1)C(=O)OCc1ccccc1 (stereo not drawn) → -6
RBBP9 inhibitor, CCCC1CCC(=C(C#N)C(N)=O)CC1 (stereo not drawn) → -6
